# Keap1 Nrf2 FP: inhibitors of human Keap1-Nrf2 protein-protein interaction; Keap1 Kelch-Nrf2 peptide fluorescence polarization, 1536-well; 340,000 compounds, 0.15% hits; inhibition, % at 9.4 µM; Q14145; in the data active means inhibition above about 12%;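 further: human Keap1 Kelch domain with fluorescein labeled Nrf2 9mer peptide probe; 0% = neutral control wells and 100% = peptide positive control; higher means more block of Keap1 binding to Nrf2 peptide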
# PKA-R2B act: activates the human PKA-R2B holoenzyme complex. P22694+P31323. PKA-R2B holoenzyme dissociation, Cy5-IP20 fluorescence polarization; R2B truncated from residue 108, S112A mutant; 0% DMSO only, 100% 113 µM cGMP. activation, % at 11.4 µM. 340,000 compounds, 0.079% hits. AID 504700;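 active means activation above a cutoff set at the mean over all compounds plus 3 SD, cut at about 18% in these data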;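 further: higher means more holoenzyme dissociation and a rise in polarization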
# Target sequence (P31323 whole entry, looked up, other chains not shown, the tested form may be a part): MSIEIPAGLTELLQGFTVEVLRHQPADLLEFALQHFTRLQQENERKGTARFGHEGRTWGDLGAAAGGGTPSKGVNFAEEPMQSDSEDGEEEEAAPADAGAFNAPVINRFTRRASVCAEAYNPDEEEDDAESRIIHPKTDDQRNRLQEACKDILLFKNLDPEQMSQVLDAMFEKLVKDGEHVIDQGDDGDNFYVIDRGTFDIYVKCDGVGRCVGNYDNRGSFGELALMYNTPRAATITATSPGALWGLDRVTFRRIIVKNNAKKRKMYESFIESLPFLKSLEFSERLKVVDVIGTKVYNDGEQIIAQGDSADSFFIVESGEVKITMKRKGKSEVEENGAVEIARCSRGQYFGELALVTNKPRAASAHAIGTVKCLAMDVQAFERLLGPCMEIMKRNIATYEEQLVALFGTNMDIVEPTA
# RTF Ca sens act: increases calcium sensitivity of human cardiac regulated thin filaments | P19429+P45379 | IANBD-labeled TnC RTF fluorescence at EC20 calcium; 0% EC20 calcium, 100% full calcium | activation, % at 7.2 µM | 340,000 compounds, 0.24% hits;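 active means activation above the mean over all tested compounds plus 3 SD, cut at about 30% in these data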;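 further: rise in fluorescence read as greater calcium sensitivity of cardiac thin filaments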
# C-LANA FP: KSHV C-LANA DNA binding inhibition; MBP-C-LANA/FAM-LBS DNA binding, fluorescence polarization; 340,000 compounds, 0.078% hits; inhibition, % at 9 µM;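 active means highest replicate inhibition at or above 60% at 9 µM, even if other replicates fall short; inactive means all replicates below 60% inhibition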;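 further: 0% = neutral control wells and 100% = 4 µM acridine orange control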
# CAL PDZ FP-1: blocks peptide binding to the human CAL PDZ domain | Q9HD26 | purified CAL PDZ, TMR-peptide fluorescence polarization, 1 h | inhibition, % at 24.9 µM | 300,000 compounds, 0.92% hits | AID 602252;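 active means mean inhibition of at least 30% with at least half of replicates also reaching 30%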;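 further: 0% = DMSO neutral control and 100% = excess unlabeled competitor peptide PRC23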
# Rtt109 HAT inh: blocks Candida albicans Rtt109/Vps75 acetyltransferase activity; inhibition, % at 34.9 µM; 330,000 compounds, 0.16% hits; purified Rtt109/Vps75, ThioGlo CoA-SH fluorescence, 4 h; AID 540336; Q5AAJ8;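 active means inhibition of at least 50% in every replicate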
# Target sequence (Q5AAJ8 whole entry, looked up): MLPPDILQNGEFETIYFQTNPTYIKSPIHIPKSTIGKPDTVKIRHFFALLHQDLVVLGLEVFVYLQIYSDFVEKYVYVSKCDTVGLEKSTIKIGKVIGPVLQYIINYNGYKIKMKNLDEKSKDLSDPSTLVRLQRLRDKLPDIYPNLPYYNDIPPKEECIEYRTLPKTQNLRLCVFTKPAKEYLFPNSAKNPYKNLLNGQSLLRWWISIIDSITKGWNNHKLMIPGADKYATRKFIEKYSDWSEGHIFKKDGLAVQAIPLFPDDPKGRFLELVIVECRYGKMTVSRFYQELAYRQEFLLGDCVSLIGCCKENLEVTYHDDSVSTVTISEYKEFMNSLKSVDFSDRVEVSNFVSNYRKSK
# RTF Ca sens inh: cardiac RTF calcium desensitization | IANBD-labeled cardiac RTF, Ca2+ fluorescence | P19429+P45379 | inhibition, % at 7.15 µM | 340,000 compounds, 0.12% hits | AID 493244;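 active means inhibition above the mean inhibition of all tested compounds plus 3 SD, cut at about 17% in these data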;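 further: assay run at fixed EC70 calcium of 1.6 mM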
# CAL PDZ FP-2: inhibitors of human CAL PDZ peptide binding; Q9HD26; purified CAL PDZ, TMR-peptide fluorescence polarization, 1 h; inhibition, % at 20 µM; 330,000 compounds, 0.02% hits; AID 504414;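 active means highest replicate inhibition of at least 40%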;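 further: plate controls were DMSO neutral control wells for no effect and unlabeled competitor peptide control wells for full effect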
#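 material = purified tagged CAL PDZ domain construct (CerCALP) | buffer or medium = sodium phosphate/NaCl buffer pH 7.4 with TCEP, IgG, Thesit | reagent = TMR-labelled reporter peptide T*-PRC34 bound in PDZ groove | incubation = 1 h room-temperature incubation prior to read | measured by = fluorescence polarization (mP) | evaluation = percent inhibition from loss of millipolarization | control set = unlabelled peptide and DMSO controls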
# SR-BI DiI-HDL act: enhances SR-BI lipid uptake from DiI-HDL. CHO ldlA[mSR-BI] cells, DiI-HDL uptake fluorescence, 3 h; 100 = double the neutral-control signal. activation, % at 12.5 µM. 320,000 compounds, 0.096% hits;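 active means mean replicate activation of at least 60% and every replicate at or above 60%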;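 further: 0% = median plate neutral-control signal and 100% = twice that signal; values of inactives mirror those of a sister screen read the other way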
#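 Material – SR-BI-overexpressing, LDLR-lacking CHO cells · Medium – BSA-supplemented, HEPES-buffered Ham's F12, pH 7.4 · Doses – single concentration · Times – compound with DiI-HDL co-incubation, 3 h at 37 °C · Measured by – bottom-read fluorescence, 550/595 nm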
# DAGLB inhibitor: diacylglycerol lipase beta (human) inhibition; HEK293T DAGLB membrane lysate, EnzChek fluorogenic substrate; inhibition, % at 5.17 µM; 340,000 compounds, 0.059% hits; Q8NCG7; AID 504411; in the data active means inhibition above about 34%;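 further: 0% = enzyme with vehicle and 100% = wells lacking enzyme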
# Numbers without * were called inactive; nt = no result given.
SMILES,Keap1 Nrf2 FP,PKA-R2B act,RTF Ca sens act,C-LANA FP,CAL PDZ FP-1,Rtt109 HAT inh,RTF Ca sens inh,CAL PDZ FP-2,SR-BI DiI-HDL act,DAGLB inhibitor
Cc1ccc(/C=N/N2CCN(c3ccccc3)CC2)cc1,-5,5,-1,-1.8,-7,3,-22,-1.7,8,-1
CCC(=O)Nc1cccc(C2=NOC3(C2)C[C@@H](C(N)=O)N(C(=O)C2(C)CC2)C3)c1 (some centres undefined),0,0,1,-0.4,-3,-1,0,1.3,13,-1
CCN1C(=NCC(C)C)N[C@@H](c2cccc(C(F)(F)F)c2)C(C(=O)OC)=C1C,-5,0,5,0.1,6,3,-5,0.0,14,0
C=CCNc1nnc(SCC(=O)N2CCCCC2)c2ccccc12,-5,0,34*,0.4,-7,-10,-49,nt,-24,-5
O=C(COc1ccc(Cl)cc1Cl)NCCC1=CCCCC1,3,-7,1,-2.2,-2,-1,-8,-2.3,2,-12
NC(=O)COC(=O)c1c2c(nc3ccccc13)CCC2,2,-17,-5,1.2,nt,-9,-3,-1.2,12,2
Cc1ccccc1-c1ncc(CN2CCC(CO)(CCCc3ccccc3)CC2)cn1,-1,2,2,0.6,nt,12,-13,-1.6,-11,-7
OC1(c2cccs2)CN(c2ccc(Br)cc2)C2=[N+]1CCCS2 (centres undefined),0,3,3,-0.1,nt,-11,-12,-0.1,-1,-3
Cc1nc(CN(C)C(=O)c2ccccc2OC2CCN(S(C)(=O)=O)CC2)cs1,2,-1,-5,-1.6,nt,-3,-2,-0.6,-12,1
Cc1nc2cc(C(F)(F)F)ccc2n1CCNc1nc(-c2cc(Cl)c(N)c(Cl)c2)cs1,-7,-4,-8,-0.4,-4,5,7,0.4,-45,-3
CC(=O)C(C(C)=O)c1c(Cl)c(O)c(O)c2c(C(=O)c3ccccc3)coc12,-2,-4,-10,-1.0,0,8,-15,-1.7,-41,16
CC(=Nc1ccc2c(c1)nc(CO)n2C)C1=C(O)CC(C)(C)CC1=O,-4,6,5,2.2,-2,9,0,-2.0,48,1
COc1cccc(CN2CCN(Cc3ccc(O)cc3)CC2CCO)c1 (centres undefined),-3,-10,-4,-0.8,-1,28,3,-0.6,24,1
NNC(=O)c1cnn(-c2ccccc2)c1C(F)(F)F,1,1,0,-5.5,-6,-3,3,-1.1,9,-3
CC(OCC(O)CN(C)Cc1nc2ccccc2c(=O)[nH]1)c1ccc(Cl)cc1 (centres undefined),-2,-2,6,29,0,36,-12,0.1,-9,0
C=CC[C@H](CC(=O)NCCO)C(=O)NC[C@@H](OC(=O)[C@@H](CC=C)CC(=O)OC(C)(C)C)c1ccccc1,-2,9,9,1.0,-3,3,7,0.4,-3,-3
Cc1ccc(N(CC(O)CN2CCCCC2)S(=O)(=O)c2ccccc2[N+](=O)[O-])cc1 (centres undefined),2,-14,-3,0.1,3,3,1,-0.4,10,2
CC(=O)c1c(C)n(CCc2ccc(Cl)cc2)c2ccc(O)cc12,3,-9,6,-0.9,-1,5,-5,1.0,-39,4
Cc1ccc2c(CN3CCCCC3CCO)cc(=O)oc2c1 (centres undefined),-4,-8,3,-0.9,-5,1,-7,1.0,-10,1
COC(=O)c1ccccc1NC(=O)COc1ccccc1,-2,6,-4,0.4,nt,-10,3,-1.6,-6,-9
Cc1ccc(C)c(N2CCN(S(=O)(=O)CC34CCC(CC3=O)C4(C)C)CC2)c1 (centres undefined),-3,7,3,0.4,-4,12,-7,0.1,-25,-8
Cc1ccc(NC(=O)C(=O)c2ccc(C)cc2)cc1,2,-12,1,1.4,-4,-3,-20,-0.4,10,-25
CCn1c(SCC(=O)NC2CCCC2)nnc1C(C)NC(=O)c1ccccc1F (centres undefined),3,7,-8,-0.7,-13,-1,4,1.1,11,-1
NC(=O)c1ccccc1O,-3,-5,2,-0.6,20,6,4,-0.2,6,2
O=C(OCC(=O)N(Cc1ccccc1)C1CCS(=O)(=O)C1)c1cc2c(s1)CCCC2 (centres undefined),-4,4,3,-0.3,-2,15,-10,-2.7,-13,-2
# The list goes on.
SMILES,Keap1 Nrf2 FP,PKA-R2B act,RTF Ca sens act,C-LANA FP,CAL PDZ FP-1,Rtt109 HAT inh,RTF Ca sens inh,CAL PDZ FP-2,SR-BI DiI-HDL act,DAGLB inhibitor
Cc1c(C(=O)N2CC(C)OC(C)C2)[nH]c2ccc(Br)cc12 (centres undefined),1,-12,7,-0.2,1,7,0,-2.3,0,-1
Cn1c(SCCN2CCCCC2)nnc1-c1ccccc1Br,-2,0,-4,2.1,10,-5,-19,-0.7,nt,1
COC(=O)c1c(NC(=O)c2ccc(C)cc2)sc(Cc2ccccc2)c1C,0,-5,-4,0.2,nt,-4,2,-0.1,-32,-2
CC(C)CN(C(=O)COc1cccc(-n2cnnn2)c1)C1CCS(=O)(=O)C1 (centres undefined),-2,-3,6,0.6,1,1,-10,-0.6,-9,-2
CC(C)(C)[C@H]1C=C(C(=O)Nc2ccccc2)O[C@@H](OCCCCO)C1,0,-10,-2,-1.1,-1,-4,1,1.0,-5,-1
O=C(CCC(=O)N1CCN(S(=O)(=O)c2ccc(Cl)cc2)CC1)Nc1cccc(Br)c1,-3,8,2,-1.3,-1,-8,-15,-1.1,12,-1
NC(=O)[C@H]1CC2(CC(c3cccc(NC(=O)CC(c4ccccc4)c4ccccc4)c3)=NO2)CN1C(=O)C(c1ccccc1)c1ccccc1 (some centres undefined),-8,-10,-3,0.6,1,-7,6,-1.9,-5,1
CC(=O)NC(=O)Nc1sc(=S)n(C)c1C,-6,-6,9,1.6,-3,4,-9,nt,8,-1
COC(=O)C(N)CCCCN (centres undefined),4,-7,-4,-0.8,2,-2,0,-0.6,-3,3
O=C(COc1ccc(Cl)cc1Cl)NN=C1c2ccccc2-c2ccccc21,-1,-1,6,1.9,-2,-5,0,-0.6,1,-3
Cc1csc(NC(=O)CN2C(=O)c3ccccc3S2(=O)=O)n1,0,3,-1,-0.3,-6,15,-10,-1.4,26,-3
O=[N+]([O-])c1cc([N+](=O)[O-])c(Oc2cc(F)cc(F)c2F)cc1NN1CCCCC1,-7,3,-2,1.3,2,-1,10,-0.6,10,-1
Cc1ccc(NC(=O)CCSc2nnc(C)s2)cc1,-2,-14,-2,1.5,-6,-19,-3,-0.3,-7,-1
O=S(=O)(NC1CCC(NS(=O)(=O)c2c(F)cccc2F)CC1)c1ccc2c(c1)OCCO2 (centres undefined),0,0,3,4.4,-2,-8,5,-3.1,7,-3
CCO/N=C/C1=C(O)C(C(=O)OC)C(C)(C)CC1=O (centres undefined),-1,8,3,-2.1,-2,0,-7,-0.8,-1,-1
CCCc1cc(C(=O)Nc2cc(C)ccc2O)no1,-2,1,-3,-0.8,-1,5,8,0.0,2,-4
COc1ccc(N2CCN(C(=O)c3ccccc3N(C)S(=O)(=O)c3ccc(C)cc3)CC2)cc1,-2,-8,-2,-0.1,-5,5,11,0.6,-8,0
Cc1cc(C)nc(NC(=O)/C=C/c2ccc3c(c2)OCO3)c1,-2,1,-9,-3.8,6,-4,-15,-0.9,-53,0
CCOC(=O)C1=C(O)/C(=C\c2cc(C)n(-c3ccccc3F)c2C)N=C1C,-11,-6,15,3.4,-4,-4,-22,-2.2,-20,0
CCCCNC(=O)CCC(=O)N1CCN(C(c2ccccc2)c2ccccc2)CC1,-3,4,-4,-0.8,-6,2,-7,-0.7,-8,1
CC(C)Oc1ccc(C(=O)NC(Cc2c[nH]c3ccccc23)C(=O)NN)cc1 (centres undefined),-3,nt,nt,-1.4,nt,-6,nt,0.5,-22,nt
C#Cc1ccc([C@H]2C=C(C(=O)N3CCN(Cc4ccc5c(c4)OCO5)CC3)O[C@@H](OCc3ccc(CO)cc3)C2)cc1,-8,8,0,-1.4,-3,11,4,0.4,-11,-3
O=c1nc(/C=C/c2ccccc2C(F)(F)F)cc(C(F)(F)F)[nH]1,-2,6,-2,1.4,nt,-6,-6,-0.4,17,14
COc1ccc(NC(=O)C(C)Oc2ccc(/C(C)=N\O)cc2)cc1 (centres undefined),-6,-6,5,1.0,1,-4,-1,-1.8,-10,-3
Cc1nc(C(F)(F)F)ccc1C(=O)Nc1ccc2ccccc2n1,0,2,-3,-2.5,-5,18,-5,1.2,-7,-5
# The list goes on:
SMILES,Keap1 Nrf2 FP,PKA-R2B act,RTF Ca sens act,C-LANA FP,CAL PDZ FP-1,Rtt109 HAT inh,RTF Ca sens inh,CAL PDZ FP-2,SR-BI DiI-HDL act,DAGLB inhibitor
O=C1CCCN1CC(O)CS(=O)(=O)c1ccccc1 (centres undefined),3,4,3,0.1,-2,0,-3,0.6,7,1
COCC(=O)Nc1cccc2ccccc12,-3,-7,2,-0.6,-2,-6,-2,-2.1,0,-2
Cc1cccc(OCCCN2CCOCC2)c1,2,2,-2,-0.7,nt,-4,-5,0.0,13,0
Cc1ccc(-c2nc(CN3CCN(c4cnccn4)CC3)c(C)o2)o1,-4,-9,8,1.0,-3,-2,0,-3.6,0,0
CCOc1ccccc1NC(=O)c1cc(=O)[nH]c2ccc(S(=O)(=O)N3CCOCC3)cc12,-1,-7,4,0.1,0,-5,9,0.0,7,2
Cc1cc(NC(=O)c2cc(CC(C)C)on2)no1,0,9,1,-0.8,nt,-5,-4,-0.5,22,1
COc1ccc(-c2nonc2NC(=O)c2ccco2)cc1OC,3,1,-5,0.2,-6,6,-4,-2.7,nt,2
O=C(O)CCSC1CC(=O)N(c2ccccc2)C1=O (centres undefined),0,-14,-4,-0.8,-2,nt,-2,-3.3,19,1
COc1cccc(CC(=O)OCC(=O)N2CCN(c3ccc(F)cc3)CC2)c1,4,-2,-5,0.2,-2,7,-1,-2.2,2,-2
CC1CN(S(=O)(=O)c2cccc(-c3csc(-c4ccccc4)n3)c2)CC(C)O1 (centres undefined),-2,2,1,1.6,0,0,-6,-0.8,-43,-9
CCOC(=O)CSc1ncccn1,1,-2,-1,-0.6,-2,-8,-4,-3.2,17,1

# Exported with two lines to a compound: part of the list above.
# The line under a structure holds: Keap1 Nrf2 FP	PKA-R2B act	RTF Ca sens act	C-LANA FP	CAL PDZ FP-1	Rtt109 HAT inh	RTF Ca sens inh	CAL PDZ FP-2	SR-BI DiI-HDL act	DAGLB inhibitor
Cc1ccc(-c2nc(CN3CCN(c4cnccn4)CC3)c(C)o2)o1
  -4	-9	8	1.0	-3	-2	0	-3.6	0	0
CCOc1ccccc1NC(=O)c1cc(=O)[nH]c2ccc(S(=O)(=O)N3CCOCC3)cc12
  -1	-7	4	0.1	0	-5	9	0.0	7	2
Cc1cc(NC(=O)c2cc(CC(C)C)on2)no1
  0	9	1	-0.8	nt	-5	-4	-0.5	22	1
COc1ccc(-c2nonc2NC(=O)c2ccco2)cc1OC
  3	1	-5	0.2	-6	6	-4	-2.7	nt	2
O=C(O)CCSC1CC(=O)N(c2ccccc2)C1=O (centres undefined)
  0	-14	-4	-0.8	-2	nt	-2	-3.3	19	1

# Bioassay records: PubChem, several laboratories

# This is a random part of the collection. Share with any hit: about 1.6%.
